# APP transl inh: inhibitors of APP translation via 5'UTR reporter, primary screen, APP 5'UTR luciferase, SH-SY5Y cells; SH-SY5Y APP 5'UTR-luciferase reporter, luminescence; inhibition, % at 2 µM; actives 0.82% (n = 190,000); AID 1285, 2008;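 active means inhibition above a set limit, derived from the sample mean plus 3 SD, cut at about 45% in these data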; further: values of inactives mirror those of a sister screen read the other way
# STAT3 blocker: IL-6 driven STAT3 reporter inhibitors, primary screen, U3A cells, luciferase, luminescence, MLSCN library. IL-6 STAT3-luciferase reporter; host cell line lacks STAT1. inhibition, % at 5.5 µM. actives 0.89% (n = 190,000). AID 862, 2007;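 active means inhibition above the mean inhibition across all screened compounds plus 3 SD, cut at about 44% in these data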;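 further: 0% = DMSO only wells and 100% = 100 µM nifuroxazide control wells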
# STAT1 activator: STAT1 signaling activators, primary screen, cell-based, HTS, luciferase reporter; NIH 3T3 STAT1-luciferase reporter, IFN-gamma, luminescence; 100% = IFN-gamma alone, no compound; activation (% of control), % at 5.5 µM; actives 2.6% (n = 200,000);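 active means activation above the screen-wide mean activation plus 3 SD, cut at about 130% in these data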;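 further: raw ratio to IFN-gamma control signal so 100% means no change and 0% no light; values of inactives mirror those of a sister screen read the other way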
# FLuc inh counter: firefly luciferase enzyme inhibitors, primary screen, artefact control for luciferase-based inhibitor screens, biochemical, luminescence, ATPLite; 10 min; actives 1.5% (n = 200,000); Luciferin 4-monooxygenase (Photinus pyralis), P08659; inhibition, % at 10 µM; AID 1006, 2008;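 active means inhibition above about 50% when tested at 10 µM, limit read from the data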
# Target sequence (P08659 whole entry, looked up): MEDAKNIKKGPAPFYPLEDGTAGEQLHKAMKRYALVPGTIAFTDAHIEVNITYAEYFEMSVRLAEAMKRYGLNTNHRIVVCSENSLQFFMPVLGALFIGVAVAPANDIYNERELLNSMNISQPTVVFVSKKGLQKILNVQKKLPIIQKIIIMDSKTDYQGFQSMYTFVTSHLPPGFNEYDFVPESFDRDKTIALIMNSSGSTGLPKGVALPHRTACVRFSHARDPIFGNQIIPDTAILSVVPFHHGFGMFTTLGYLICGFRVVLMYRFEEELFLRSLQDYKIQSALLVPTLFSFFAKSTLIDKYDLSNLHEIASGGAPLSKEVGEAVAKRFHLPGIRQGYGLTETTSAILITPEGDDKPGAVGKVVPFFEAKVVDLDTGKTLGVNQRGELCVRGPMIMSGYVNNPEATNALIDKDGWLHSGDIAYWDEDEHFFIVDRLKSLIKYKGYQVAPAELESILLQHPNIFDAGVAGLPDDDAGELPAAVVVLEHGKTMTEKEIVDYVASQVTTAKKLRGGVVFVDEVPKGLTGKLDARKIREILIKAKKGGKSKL
# RAM network inh: inhibitors of the yeast RAM network, primary screen, dse1pr::URA3 reporter, 5-FOA selection; S. cerevisiae dse1pr::URA3 reporter, 5-FOA growth OD615, 2 d; analog-sensitive cbk1-as2 kinase mutant strain; inhibition, % at 50 µM; actives 1.8% (n = 190,000); AID 868, 2007;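 active means inhibition above a set limit, 3 SD over mean compound inhibition, cut at about 8.4% in these data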;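 further: 0% = DMSO-only wells with no growth and 100% = 10 µM 1-NA-PP1 full growth; inhibition rescues growth on 5-FOA so higher OD means more RAM inhibition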
# NF-kB neuron act: activators of NF-kB expression in neurons, primary screen, cell-based, HTS. actives 1.6% (n = 190,000). human neuronal cells, NF-kB reporter expression; stronger effect = higher value. fold change at 12.5 µM; in the data active means fold change above about 3.3
# STAT1 blocker: STAT1 signaling inhibitors, primary screen, cell-based, HTS, luciferase reporter | NIH 3T3 STAT1-luciferase reporter, IFN-gamma, luminescence | inhibition, % at 5.5 µM | actives 0.35% (n = 200,000);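 active means inhibition above a set limit, the mean inhibition across all tested compounds plus 3 SD, cut at about 34% in these data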;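 further: 0% = IFN-gamma with DMSO and 100% = IFN-gamma with 300 µM nifuroxazide; values of inactives mirror those of a sister screen read the other way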
# APP 5'UTR act: activators of APP 5'UTR luciferase reporter, primary screen, SH-SY5Y cells. activation, % at 2 µM. AID 1276, 2008. SH-SY5Y APP 5'UTR luciferase reporter, luminescence; zero percent = DMSO vehicle wells. actives 1% (n = 190,000);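 active means activation above a set limit, based on mean plus 3 SD of controls, cut at about 140% in these data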; further: values of inactives mirror those of a sister screen read the other way
# STAT3 activator: IL-6 driven STAT3 reporter potentiators, primary screen, U3A cells, luciferase, luminescence, MLSCN library. actives 0.91% (n = 190,000). AID 871, 2007. activation (% of control), % at 5.6 µM. IL-6 STAT3-luciferase reporter; 100% = signal with IL-6 EC80 alone;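 active means activation above the screen-wide mean of compound activation plus 3 SD, cut at about 130% in these data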;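 further: 0% = background luminescence of wells with medium and substrate only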
#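 Material: STAT1-lacking human U3A cells, STAT3 luciferase reporter | Benchmarks: IL-6-only wells as 100% reference | Probe or stimulus: IL-6 (33 ng/mL) | Timing: Compound 1 h, then IL-6 6 h at 37 °C | Detection: Luminescence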
# Hsp70 activator: Hsp70 transcriptional activators, primary screen, cell-based, HeLa, Hsp70 promoter luciferase, luminescence, 10 µM. HeLa Hsp70 promoter luciferase reporter; scaled: vehicle 0, proteasome-inhibitor control 100%. activation, % at 10 µM. actives 0.04% (n = 200,000);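 active means activation above the mean across all tested compounds plus 3 SD, cutoff set per campaign, cut at about 5.5% in these data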;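 further: 100% = MG132 at 30 µM as the positive control and 0% = DMSO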
# An asterisk follows results filed as active; . = not tested or not shown.
SMILES,APP transl inh,STAT3 blocker,STAT1 activator,FLuc inh counter,RAM network inh,NF-kB neuron act,STAT1 blocker,APP 5'UTR act,STAT3 activator,Hsp70 activator
Cc1cc(N(CN2CCCC2=O)C(=O)c2ccc(F)cc2)no1,6,7,100,-7,2.3,1.1,0,-6,98,-0.1
Cc1ccc(C(=O)Nn2cnnc2)cc1[N+](=O)[O-],4,19,100,.,.,.,0,-4,92,-0.1
COc1nc(NCC(C)C)nc(Oc2ccc(=O)n(-c3ccccc3)n2)n1,4,9,100,-7,1.4,0.83,0,-4,96,-0.2
CSC(=O)NC12CC3CC(CC(C)(C3)C1)C2,0,12,94,-8,-0.7,1.1,6,0,96,-0.3
O=C(N/N=C1\CCCc2ccccc21)c1cccc(Br)c1,-8,12,127,7,2.8,2.5,-31,8,91,-0.2
CC1CCN(S(=O)(=O)c2ccc(C(=O)NNC(=O)C3CC3)cc2)CC1,-8,9,104,-7,3.1,0.91,-6,8,98,-0.2
CCOc1ccccc1CNc1ccc(N2CCOCC2)c(C(=O)O)c1,4,-2,102,-7,0.9,0.93,-2,-4,102,-0.1
COc1cccc(NC(=O)COC(=O)c2cc(S(=O)(=O)N3CCOCC3)ccc2C)c1,-10,10,93,-1,2.5,0.94,7,10,92,0.0
COc1ccc(C(=O)C[n+]2ccc3c(c2)nc(-c2ccccc2)n3C)cc1,-2,4,94,-7,1.6,0.93,7,2,96,-0.2
CCCCNc1c([N+](=O)[O-])cc(C(=O)O)cc1[N+](=O)[O-],-8,-6,104,-2,3.8,1.1,-4,8,108,-0.3
CC(C)CCNC(=O)NC(=O)COC(=O)/C=C/c1cnc2ccccc2n1,.,3,100,-5,0.3,1.1,-1,.,96,-0.3
C/C=C/Cn1c(SC)nc2c1c(=O)[nH]c(=O)n2C,-2,8,108,-6,1.0,0.98,-10,2,99,-0.3
CC(C)NC(=O)C1CCN(C2CCN(Cc3ccc4cccc(F)c4n3)CC2)CC1,8,-11,106,-7,-0.5,0.92,-9,-8,114,-0.1
Cn1c(N)c(C(=O)CCl)c(=O)n(C)c1=O,-6,1,101,0,1.4,1.1,-1,6,99,-0.3
CCOC(=O)CSC1=NC(=O)/C(=C/c2ccc(Br)cc2)S1,-27,-16,112,26,2.3,1.8,-14,27,121,0.0
O=C(O)CSCC(=O)Nc1ccccc1,10,6,98,.,.,.,2,-10,98,0.4
O=C(Nc1ccc(NC(=O)c2cccs2)cn1)c1ccccc1,-136,20,153*,17,1.7,3.8*,-59,136*,85,0.3
COc1ccccc1-c1noc(CSc2nc(N)cc(=O)[nH]2)n1,-3,-2,102,-2,3.5,1.2,-4,3,103,0.3
Cc1ccsc1C1CC(=O)OC2=C1C(=O)CC(C)(C)C2 (stereo not drawn),-12,3,100,-5,1.0,1.2,-1,12,101,-0.2
O=C(O)c1nc(N2CCCC2)ncc1Cl,-22,5,97,-2,0.2,1,4,22,101,-0.3
CCOc1ccc(OCC)c(NC(=O)CCSCCc2ccccn2)c1,10,6,90,-3,-0.9,1,11,-9,100,-0.3
Cc1occc1C(=O)NN1C(=O)C2C3CCC(O3)C2C1=O (stereo not drawn),-13,-10,100,-2,0.3,1.2,0,13,106,-0.1
COc1ccc(CCNC(=O)CN2C(=O)c3ccccc3S2(=O)=O)cc1,-24,-5,104,-5,1.8,.,-4,24,106,-0.4
O=C(c1ccco1)N1CCN(c2ncnc3c2[nH]c2ccc(Cl)cc23)CC1,9,3,72,5,6.0,0.35,30,-9,101,-0.3
Cc1cc(C(=O)OCC(=O)c2cccs2)c2ccccc2n1,-5,8,95,-2,3.1,1.1,4,5,95,-0.1
# Further structures follow:
SMILES,APP transl inh,STAT3 blocker,STAT1 activator,FLuc inh counter,RAM network inh,NF-kB neuron act,STAT1 blocker,APP 5'UTR act,STAT3 activator,Hsp70 activator
CN1CCN(Cc2c(O)ccc3occ(C(=O)c4ccccc4)c23)CC1,-12,-1,103,-3,-1.3,1.1,-3,12,107,-0.3
CCn1c(SCC(=O)N2CCc3ccccc32)nnc1-c1c[nH]c2ccccc12,-5,25,95,1,7.5,1.3,5,5,82,-0.5
CC(C)c1ccc(S(=O)(=O)c2cc3cc(Br)ccc3oc2=O)cc1,14,-5,103,0,2.0,0.99,-4,-14,106,-0.4
Cc1cccc(NC(=O)C2(c3ccccc3)CCOCC2)c1,-27,12,98,0,1.7,1.2,1,27,94,0.0
O=C(c1ccccc1)c1ccc(COC(=O)c2cnccn2)cc1,-8,4,94,-1,-0.4,1,3,8,100,-0.4
CC(CC1CC(C)(C)OC1=O)C(=O)Nc1nncs1 (stereo not drawn),6,3,101,-6,-0.7,0.99,-1,-6,102,0.0
Cc1cc2ccccc2n2c(SCC(=O)N3CCc4ccccc4C3)nnc12,-26,19,100,-3,0.1,1.1,-3,26,87,-0.3
CC1=Nc2ccccc2N=C(NC(=O)c2ccccc2)C1c1ccc(Cl)cc1 (stereo not drawn),-5,10,88,-3,1.0,0.57,12,5,95,-0.1
Cc1ccc(NC(=O)CSc2nnnn2C)cc1S(=O)(=O)N(C)C,-2,-11,94,1,1.0,1.3,7,2,107,0.0
CN(c1ccccc1)S(=O)(=O)c1ccc(C(=O)N2CCc3ccccc3C2)cc1,-10,13,93,0,-1.0,0.88,5,10,97,-0.5
CCc1ccc(NC(=O)/C(C#N)=C/c2cc3ccc(C)cc3nc2N2CCOCC2)cc1,22,19,99,-7,2.8,1.2,1,-22,85,-0.2
O=C(Nc1ccc2c(c1)OCO2)C1CCCN(c2nc3ccccc3s2)C1 (stereo not drawn),-9,5,129*,2,2.0,1.2,-31,9,98,-0.2
O=[N+]([O-])c1cc(Oc2cccnc2)cc([N+](=O)[O-])c1,11,2,103,-6,-0.1,1,-4,-11,99,-0.6
CCCCn1c(CCC(=O)O)ccc1-c1cccs1,-4,2,97,-5,-0.9,1,3,4,103,-0.2
O=C(CCN1C(=O)c2cccc3cccc(c23)C1=O)N1CCN(c2ccccc2F)CC1,43,-1,95,-3,4.0,0.95,5,-43,108,0.0
O=C1NC2(CCCCC2)C(=O)N1c1ccccc1,0,-1,103,-4,1.6,1.2,-3,0,101,-0.3
CSCCC(NC(=O)C1CCC(C)CC1)C(=O)NCCN1CCOCC1 (stereo not drawn),-1,7,91,-4,1.1,1,10,1,97,-0.2
Cc1cccc(NC(=S)NC2CC3CCCC(C2)N3Cc2cccs2)c1 (stereo not drawn),1,14,93,-9,-1.1,1.2,8,-1,93,0.0
Cc1cccc(OCCNc2ccc(C(F)(F)F)cc2[N+](=O)[O-])c1,-15,4,102,-2,3.9,1,-2,15,97,-0.3
O=C(O)c1ccc(Nc2nc3c(s2)CCCC3)cc1,-65,80*,36,20,3.1,3.5*,69*,65,32,-0.4
Cc1ccc(SC(C)C(=O)Nc2ncn[nH]2)cc1 (stereo not drawn),-7,12,105,-6,4.6,1.1,-6,7,92,-0.2
CCCn1c(SCC(=O)N2CCN(c3ccc(OC)cc3)CC2)nc2c1c(=O)n(C)c(=O)n2C,-7,5,98,-2,1.5,0.73,2,7,96,-0.1
CC(=O)Nc1sc2c(c1C#N)CCCCC2,-9,4,105,5,-1.9,1.4,-5,9,99,0.1
O=C(OCCCN=C1NS(=O)(=O)c2ccccc21)c1cccs1,-9,11,98,4,3.8,1.2,2,9,95,-0.2
Oc1ccc(N=Nc2n[nH]c(-c3ccc(Cl)cc3)n2)cc1,-10,12,98,10,0.9,0.95,2,10,96,0.1
# More structures.
SMILES,APP transl inh,STAT3 blocker,STAT1 activator,FLuc inh counter,RAM network inh,NF-kB neuron act,STAT1 blocker,APP 5'UTR act,STAT3 activator,Hsp70 activator
CC(NC(=O)CCc1nnc(-c2ccc(-c3ccccc3)cc2)o1)c1nc2ccccc2[nH]1 (stereo not drawn),29,6,100,11,-1.6,0.57,-1,-29,99,-0.2
O=C(NCCC1=CCCCC1)c1ccc(Cl)c([N+](=O)[O-])c1,-9,-7,110,-6,1.0,1.7,-12,9,108,0.1
CC1CC(C)CN(S(=O)(=O)c2cccc3cccnc23)C1 (stereo not drawn),-2,.,.,-2,0.1,0.94,.,2,.,.
O=C(OCc1ccc(Cl)cc1Cl)c1ccncc1,3,8,103,-4,-0.1,0.98,-3,-3,97,-0.1
COc1ccc(CCNC(=O)COc2ccc(N(C)S(=O)(=O)c3ccc(C)cc3)cc2)cc1OC,12,13,92,-4,3.3,1.1,8,-12,99,-0.3
Cc1cc(OCCCC(=O)NCCN2C(=O)S/C(=C\c3cccnc3)C2=O)ccc1Cl,12,4,94,-7,3.1,0.91,7,-12,94,0.1
CCOc1ccc(-c2[nH]ncc2-c2csc(C)n2)c(O)c1,-14,6,100,-2,3.2,1,0,14,99,-0.4
c1ccc(CN2CCN(CCN3CCn4c3nc3ccccc34)CC2)cc1,-7,15,96,-6,2.3,0.97,3,7,91,-0.3

# Some of these compounds in order of count of non-hydrogen atoms, smallest number first.
SMILES,APP transl inh,STAT3 blocker,STAT1 activator,FLuc inh counter,RAM network inh,NF-kB neuron act,STAT1 blocker,APP 5'UTR act,STAT3 activator,Hsp70 activator
O=C(O)c1nc(N2CCCC2)ncc1Cl,-22,5,97,-2,0.2,1,4,22,101,-0.3
O=C(OCc1ccc(Cl)cc1Cl)c1ccncc1,3,8,103,-4,-0.1,0.98,-3,-3,97,-0.1
O=[N+]([O-])c1cc(Oc2cccnc2)cc([N+](=O)[O-])c1,11,2,103,-6,-0.1,1,-4,-11,99,-0.6
Oc1ccc(N=Nc2n[nH]c(-c3ccc(Cl)cc3)n2)cc1,-10,12,98,10,0.9,0.95,2,10,96,0.1
Cc1cccc(NC(=O)C2(c3ccccc3)CCOCC2)c1,-27,12,98,0,1.7,1.2,1,27,94,0.0
COc1ccc(CCNC(=O)CN2C(=O)c3ccccc3S2(=O)=O)cc1,-24,-5,104,-5,1.8,.,-4,24,106,-0.4
O=C(Nc1ccc2c(c1)OCO2)C1CCCN(c2nc3ccccc3s2)C1 (stereo not drawn),-9,5,129*,2,2.0,1.2,-31,9,98,-0.2
CN(c1ccccc1)S(=O)(=O)c1ccc(C(=O)N2CCc3ccccc3C2)cc1,-10,13,93,0,-1.0,0.88,5,10,97,-0.5
CC(C)NC(=O)C1CCN(C2CCN(Cc3ccc4cccc(F)c4n3)CC2)CC1,8,-11,106,-7,-0.5,0.92,-9,-8,114,-0.1
CC(NC(=O)CCc1nnc(-c2ccc(-c3ccccc3)cc2)o1)c1nc2ccccc2[nH]1 (stereo not drawn),29,6,100,11,-1.6,0.57,-1,-29,99,-0.2
CCCn1c(SCC(=O)N2CCN(c3ccc(OC)cc3)CC2)nc2c1c(=O)n(C)c(=O)n2C,-7,5,98,-2,1.5,0.73,2,7,96,-0.1
